Screening data (PubChem)
p53null 32C tox = selectivity test: cytotoxicity in p53 null cells, permissive temperature. H1299-neo p53 null cells, ATP luminescence, 24 h, 32C. actives 0.62% (n = 55,000). Potency, µM (doses to about 46.1 µM), without a hit: top-dose activity change, negative = cytotoxicity, hits mostly cytotoxic; active means well fitted cell-killing curve with a large enough effect; inconclusive means small, poorly fitted or top-dose-only effect; inactive means no such curve, though single readings can be large or run the other way;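 further: 0% = DMSO only and -100% = full killing by 100 µM tamoxifen; nearly all actives have a fitted effect of over 55% in size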
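H1299-neo (p53-null) cells, 600/well, were pre-incubated overnight at 37C, then exposed to compounds at up to 46 uM for 24 hr at 32C. Viability was measured as ATP content by luminescence, and AC50 values came from Hill fits.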
* hit, by the source's call; u = inconclusive. Potency means the concentration at half of the fitted maximal effect. Some of the compounds tested; the hit share may differ from the screen's.

SMILES	p53null 32C tox
CCOC(=O)c1cccc(-c2ccc(C=O)o2)c1	u
COc1ccc([N+](=O)[O-])cc1NC(=O)CC(c1ccccc1)c1ccccc1	-7%
COc1ccc(OCCSc2nnc3c(Cl)cc(Cl)cn23)cc1	-16%
COc1ccc(Br)cc1/C=C/C(=O)Nc1ccc(C)cc1	-10%
O=C(CCCCCN1C(=O)c2ccccc2C1=O)Oc1ccc2c3c(c(=O)oc2c1)CCC3	-9%
Cc1ccc(C(=O)N/C(=C\c2ccccc2)C(=O)OCc2ccccc2)cc1	-26%
OCCNCc1cc(Br)ccc1OCc1ccccc1	8%
CCOC(=O)/C(C#N)=C/c1c(Oc2cc(C)cc(C)c2)nc2ccccn2c1=O	3%
CCOC(=O)c1ccc(NC(=S)NCCC2=CCCCC2)cc1	4%
CN1CCN(CC(=O)Nc2ccccc2[N+](=O)[O-])CC1	-9%
CC(C)CCn1cnc2c(sc3nc4c(cc32)CSC(C)(C)C4)c1=O	-13%
COc1cc([N+](=O)[O-])ccc1NC(=S)NCc1ccccn1	-4%
CC(C)c1ccc(NCCC(=O)c2ccc(Br)cc2)cc1	9%
CCC(C)c1ccc(NC(=S)NC2CCN(Cc3ccccc3)CC2)cc1 (stereo not given)	-18%
CCOC(=O)C(Oc1ccc2c(-c3ccccc3)cc(=O)oc2c1C)c1ccccc1 (stereo not given)	-14%
COC(=O)c1ccccc1C(=O)N1CCOCCN(C(=O)c2ccccc2C(=O)OC)CCOCC1	-5%
COC(=O)c1c(NC(=O)CN2CCN(c3ccccc3Cl)CC2)sc(C)c1C	-2%
O=C(Cc1cccc2ccccc12)Nc1nc(-c2cccc([N+](=O)[O-])c2)cs1	-2%
S=C(NCCc1ccc(Cl)cc1)Nc1ccc(Cl)cc1Cl	24%
O=[N+]([O-])c1c(NCc2ccccc2)cc(N2CCc3ccccc3C2)c2nonc12	-6%
O=[N+]([O-])c1ccc(CCNc2cccc3ccccc23)c([N+](=O)[O-])c1	-23%
Cc1ccc(C(=O)N/C(=C\c2ccc(-c3ccc(Br)cc3)o2)C(=O)NC2CCS(=O)(=O)C2)cc1 (stereo not given)	-22%
CC(C)C(OC(=O)c1cc2c(s1)CCCCC2)C(=O)NC(N)=O (stereo not given)	-26%
COc1ccc2sc(SCCCS(=O)(=O)O)[n+](CCCS(=O)(=O)[O-])c2c1	-4%
NNc1nc(-c2ccccc2)nc2sc3c(c12)CCCC3	u
COc1ccc(NC(=S)Nc2ccc(S(=O)(=O)N3CCOCC3)cc2)c(OC)c1	-8%
O=C(CSCc1ccccc1Br)N/N=C/c1ccc2c(c1)OCO2	3%
CCOC(=O)/C(=C/c1ccc(F)cc1)NC(C)=O	1%
Cc1cccc2cc(CN(CCN(C)C)C(=S)NCc3ccco3)c(=O)[nH]c12	-1%
Cc1ccc(NC(=S)NCc2ccc3c(c2)OCO3)cc1	5%
Cc1nn(CC(=O)N(C)Cc2ccc(F)cc2)c(C)c1[N+](=O)[O-]	-15%
C=C1N(c2ccccc2)C(=O)OC1(C)C	-3%
O=C(CCNC(=O)c1ccccc1)Nc1ccc(F)c(Cl)c1	-23%
Cc1c(Cl)cccc1NC(=O)CCC(=O)N/N=C/c1ccc[nH]1	2%
CCOc1cccc(CNCCO)c1OCc1ccc(Cl)cc1Cl	-7%
CN(C(=O)CSc1nc(N)c2c3c(sc2n1)CSC(C)(C)C3)c1ccccc1	-9%
COc1cccc(N/C(N)=N/c2nc(C(F)(F)F)cc(=O)[nH]2)c1	-7%
Cc1ccc(C(=O)NCC(=O)Nc2cccc(C(F)(F)F)c2)cc1	0%
Cc1ccc2nc(SCC(=O)NC3CCCc4ccccc43)[nH]c2c1 (stereo not given)	-24%
CCN(CC)C(=O)C12CC3CC(CC(Cl)(C3)C1)C2	-7%
O=C(Oc1ccc(Cl)c2cccnc12)C12CC3CC(CC(C3)C1)C2	-20%
COc1ccc(-c2nc(NC(=O)Cn3c(=O)oc4ccccc43)sc2C)cc1	-15%
Cc1cc(Cl)ccc1OCCCC(=O)NCCN1C(=O)S/C(=C\c2cccnc2)C1=O	-20%
Cc1cc(Oc2nc3c(C)cccn3c(=O)c2/C=C(\C#N)S(=O)(=O)c2ccccc2)ccc1Cl	-2%
CCC1(C)CC(c2nc(-c3ccc(OC)cc3)cs2)CCS1 (stereo not given)	-2%
COc1ccc(NC(=S)N2CCN(C(c3ccccc3)c3ccccc3)CC2)cc1OC	-17%
Cc1ccc(CSCC(N)C(=O)O)cc1 (stereo not given)	-2%
Cc1ccc(C(=O)NCCc2nnc3ccc(SCC(=O)Nc4ccccc4C)nn23)cc1	-10%
O=C(CC(Nc1ccc(F)cc1)C(=O)OCC(=O)c1cccs1)c1ccccc1 (stereo not given)	u
O=C1NC(c2ccc(-c3ccccc3[N+](=O)[O-])o2)C(C(=O)c2ccccc2)C(O)(C(F)(F)F)N1 (stereo not given)	-2%
Next section
SMILES	p53null 32C tox
CC(=O)N1CCN(C(=S)c2ccc(Cl)cc2)CC1	12%
COC(=O)CSc1nc(C)c(C(=O)Nc2ccccc2C)c(-c2ccc(Cl)cc2)c1C#N	4%
COC(=O)c1cc(-c2ccccc2)sc1NC(=O)c1cc(C)on1	13%
O=C(Nc1c2c(nc3ccccc13)CCCC2)c1ccccc1Cl	-18%
Cn1c(Cc2cccc3ccccc23)nnc1SCc1ccc([N+](=O)[O-])cc1	-24%
CC1(C)CC(=O)CC(=O)/C1=N\Nc1c(Cl)cc(Cl)cc1Cl	3%
N/C(=N\OC(=O)COc1ccccc1)c1ccc(Cl)cc1	-4%
CC(C)NC(=S)N1CCN(S(C)(=O)=O)CC1	-3%
COc1ccc(/C=C/c2nc(-c3ccccc3O)n[nH]2)cc1OC	-10%
O=C(C1=NN[C@@H]2C(=O)N(c3cccc(C(F)(F)F)c3)C(=O)[C@H]12)C(c1ccccc1)c1ccccc1	u
Cc1cc(C)nc(NS(=O)(=O)c2ccc(NC(=O)C3(c4ccc([N+](=O)[O-])cc4)CCCC3)cc2)n1	-17%
CCn1c(SCC(=O)N/N=C/C=C/c2ccccc2[N+](=O)[O-])nnc1-c1ccc(Cl)cc1	2%
CC1CCCN(CC(=O)Nc2cccc([N+](=O)[O-])c2)C1 (stereo not given)	-5%
COC(=O)N/N=C/c1c(C)c(C(=O)c2ccc(F)cc2)n2ccccc12	-12%
COc1ccc(/C=N\NC(=O)c2ccc(=O)[nH]n2)cc1O	2%
Cc1cc(C)c2nc3nc(C)cc(C)c3c(N)c2c1	-24%
O=c1c2ccccc2nc(SCc2cccc(F)c2)n1C1CCCC1	-18%
O=C1c2cccc3cccc(c23)C(=O)N1CCN1CCN(C(=S)Nc2ccc(Cl)cc2)CC1	-28%
Cc1cc(C(=O)OCC(=O)c2cccc([N+](=O)[O-])c2)c2ccccc2n1	-13%
Cc1cc(C)nc(NS(=O)(=O)c2ccc(N=Cc3c(C)[nH]n(-c4ccccc4)c3=O)cc2)n1	u

Random excerpt: five records from the list
SMILES	p53null 32C tox
COc1ccc(/C=N\NC(=O)c2ccc(=O)[nH]n2)cc1O	2%
Cc1cc(C)c2nc3nc(C)cc(C)c3c(N)c2c1	-24%
O=C1c2cccc3cccc(c23)C(=O)N1CCN1CCN(C(=S)Nc2ccc(Cl)cc2)CC1	-28%
CCn1c(SCC(=O)N/N=C/C=C/c2ccccc2[N+](=O)[O-])nnc1-c1ccc(Cl)cc1	2%
CC1CCCN(CC(=O)Nc2cccc([N+](=O)[O-])c2)C1 (stereo not given)	-5%

Further results follow:
SMILES	p53null 32C tox
Cc1cccc(C=Nc2ccc3c(c2)oc2ccccc23)c1O	-19%
COc1ccc(/C=C(\C#N)C(=O)Nc2cccnc2)cc1	-6%
Fc1ccc(CNC(=S)Nc2ccc(Cl)cc2Cl)cc1	-8%
O=C(CSCc1ccccc1)Nc1ccc(F)c(F)c1	-5%
Cc1ccc(-c2nnc(SCC(=O)N/N=C/c3cccs3)n2-c2ccc(C)cc2)cc1	-10%
O=C(Nc1ccccc1)ON=C1CCCC1	-15%
FC(F)Oc1ccccc1NC(=S)Nc1cccc(Cl)c1Cl	-24%
Cc1ccc(-c2cc(C(=O)Nc3nccs3)c3ccccc3n2)c(C)c1	-12%
COCCNC(=S)N1CCN(C(=O)C(=O)Nc2ccc(C(=O)OC)cc2)CC1	-4%
CC(=O)N1N=C(c2ccco2)CC1c1ccc(Br)cc1 (stereo not given)	-2%
CC(/C=C1\SC(=O)N(CC(=O)Nc2ccc(O)cc2)C1=O)=C\c1ccccc1	-6%
CC(/C=C1\SC(=S)N(CCCC(=O)Nc2ccc(C(=O)O)c(O)c2)C1=O)=C\c1ccccc1	-13%
Cc1ccnc(NC(=O)/C=C/c2cccs2)c1	10µM*
Cc1cc2cc(C#N)c(NCCNC(=S)NCCCN3CCOCC3)nc2cc1C	-12%
O=C(CNC(=O)c1ccccc1)Nc1cccc(C(F)(F)F)c1	0%
CCOc1ccc2nc(SCc3cccc(C)c3)nc(C)c2c1	7%
O=c1c(Cl)c(N2CCN(c3ccc(F)cc3)CC2)cnn1-c1nc2ccccc2s1	u
Cc1ccc(C(C(=O)NCc2ccccc2)N(Cc2cccs2)C(=O)c2ccc3c(c2)OCCO3)cc1 (stereo not given)	-1%
O=C(CSc1ccc(Cl)cc1)Nc1ccccc1N1CCN(C(=O)c2ccc(Cl)cc2)CC1	-6%
O=C(NNC(=O)C1CC2CCC1C2)c1sc2ccccc2c1Cl (stereo not given)	-27%
O=c1c2ccccc2nc(-c2ccccc2)n1/N=C/c1ccc([N+](=O)[O-])cc1	-21%
CCOc1cc(CNCc2ccccn2)ccc1OCC(=O)NC(C)(C)C	-6%
O=C(NCc1ccccc1Cl)c1cccc(NC(=O)c2ccccc2)c1	-3%
CC(C)OC(=O)CCCNc1ccc([N+](=O)[O-])cc1[N+](=O)[O-]	-22%
c1ccc(-c2csc(Nc3ncccn3)n2)cc1	-24%
O=C(Nc1ccc(Cl)cc1)Nc1nnc(CSCc2ccccc2)s1	-14%
COc1ccc(-c2n[nH]c(=S)n2/N=C/C=C\c2ccccc2OC)cc1	-19%
COc1cc(/C=C/c2nc(N)nc(-c3ccccc3O)n2)cc(OC)c1OC	-2%
Cc1ccc([N+](=O)[O-])c(OCC(=O)OCC(=O)c2ccccc2)c1	-7%
COc1ccc(/C=N\NC(=O)COc2ccc(Cl)cc2Cl)c(C(=O)O)c1OC	-7%

At a glance, some entries already given:
SMILES	p53null 32C tox
COCCNC(=S)N1CCN(C(=O)C(=O)Nc2ccc(C(=O)OC)cc2)CC1	-4%
CC(=O)N1N=C(c2ccco2)CC1c1ccc(Br)cc1 (stereo not given)	-2%
CC(/C=C1\SC(=O)N(CC(=O)Nc2ccc(O)cc2)C1=O)=C\c1ccccc1	-6%
CC(/C=C1\SC(=S)N(CCCC(=O)Nc2ccc(C(=O)O)c(O)c2)C1=O)=C\c1ccccc1	-13%
Cc1ccnc(NC(=O)/C=C/c2cccs2)c1	10µM*
Cc1cc2cc(C#N)c(NCCNC(=S)NCCCN3CCOCC3)nc2cc1C	-12%
O=C(CNC(=O)c1ccccc1)Nc1cccc(C(F)(F)F)c1	0%
CCOc1ccc2nc(SCc3cccc(C)c3)nc(C)c2c1	7%
O=c1c(Cl)c(N2CCN(c3ccc(F)cc3)CC2)cnn1-c1nc2ccccc2s1	u
Cc1ccc(C(C(=O)NCc2ccccc2)N(Cc2cccs2)C(=O)c2ccc3c(c2)OCCO3)cc1 (stereo not given)	-1%
O=C(CSc1ccc(Cl)cc1)Nc1ccccc1N1CCN(C(=O)c2ccc(Cl)cc2)CC1	-6%
O=C(NNC(=O)C1CC2CCC1C2)c1sc2ccccc2c1Cl (stereo not given)	-27%
O=c1c2ccccc2nc(-c2ccccc2)n1/N=C/c1ccc([N+](=O)[O-])cc1	-21%
CCOc1cc(CNCc2ccccn2)ccc1OCC(=O)NC(C)(C)C	-6%
O=C(NCc1ccccc1Cl)c1cccc(NC(=O)c2ccccc2)c1	-3%
CC(C)OC(=O)CCCNc1ccc([N+](=O)[O-])cc1[N+](=O)[O-]	-22%
c1ccc(-c2csc(Nc3ncccn3)n2)cc1	-24%
O=C(Nc1ccc(Cl)cc1)Nc1nnc(CSCc2ccccc2)s1	-14%
COc1ccc(-c2n[nH]c(=S)n2/N=C/C=C\c2ccccc2OC)cc1	-19%
COc1cc(/C=C/c2nc(N)nc(-c3ccccc3O)n2)cc(OC)c1OC	-2%
Cc1ccc([N+](=O)[O-])c(OCC(=O)OCC(=O)c2ccccc2)c1	-7%
COc1ccc(/C=N\NC(=O)COc2ccc(Cl)cc2Cl)c(C(=O)O)c1OC	-7%

The list goes on.
SMILES	p53null 32C tox
CCn1ncc(CNC(=O)c2cccc([N+](=O)[O-])c2)c1C	-4%
Cc1ccc(/C=C2\Oc3cc(OC(=O)N4CCOCC4)ccc3C2=O)cc1	2%
CC(C)c1ccc(NC(=O)COC(=O)CSc2nnc(N)s2)cc1	-13%
O=C(CN1C(=O)C2C3CCC(C3)C2C1=O)Oc1ccc2ccccc2c1 (stereo not given)	-24%
CCOc1ccc2nc(COC(=O)c3cccs3)c(C(=O)c3ccccc3)[n+]([O-])c2c1	-4%
COc1ccccc1N1CCN(C(=O)c2ccc3[nH]c4c(c3c2)CCCC4)CC1	-9%
Cc1ccccc1NC(=O)C1C2/C=C\CCCCC21 (stereo not given)	-15%
CCOc1ccc(CNC(=S)N/N=C/c2ccc(OC)c(OC)c2)cc1	-9%
